Tb PGK inh: qHTS Assay to Find Inhibitors of Phosphoglycerate Kinase | Phosphoglycerate kinase, glycosomal (Trypanosoma brucei brucei), P07378 | PGK/GAPDH coupled, Kinase-Glo luminescence, 60 min | Potency, µM (series often up to 57.5 µM), for inactives: at the top dose activity change, negative = inhibition, hits mostly inhibitors | hit rate 0.043% among 380,000; also: potency is read from the fitted curve at half-maximal effect; % is scaled to controls: 0 for no effect and ±100 for the full control effect; nearly all actives have a fitted effect of over 60% in size
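Luminescent ATP detection (Kinase-Glo Plus) follows a 60-minute room-temperature incubation, with wells lacking PGK as controls. Buffer: 100 mM TEA (pH 7.6), 5 mM MgCl2, 0.01% Tween-20. Coupling enzyme GAPDH (100 nM final) supplies unstable 1,3-BPG in-well.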
HP1b binding inh: HTS for Inhibitors of HP1-beta Chromodomain Interactions with Methylated Histone Tails | Potency, µM (titrated, usually from 114 µM), for inactives: at the top dose activity change, negative = inhibition, hits mostly inhibitors | AlphaScreen HP1-beta / biotin-H3K9me3 peptide binding | Chromobox protein homolog 1 (Homo sapiens), P83916 | hit rate 0.56% among 390,000; also: potency is read from the fitted curve at half-maximal effect; nearly all actives have a fitted effect of over 70% in size; inactives centre near 23
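HP1-beta protein (50 nM final) preincubated 30 min at room temperature with biotinylated H3(1-18)K9me3 peptide (50 nM) in PBS pH 7.4, 0.01% Tween-20, then compound added for 30 min. AlphaScreen streptavidin donor/nickel chelate acceptor beads (10 ug/mL final), 30 min dark, luminescence read.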
PI4K2A block: qHTS for small molecular inhibitors of PI4K2A; Phosphatidylinositol 4-kinase type 2-alpha (Homo sapiens), Q9BTU6; purified PI4K2A, ADP-Glo luminescence, 1 h; active compounds read low; activity change, negative = inhibition, % at 76.9 µM; hit rate 0.13% among 420,000; in the data active = activity change below about -50%; inconclusive = mostly about -30% to -49%;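 also: -100% = wells without enzyme as full effect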
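In this quantitative HTS, ADP production by PI4K2A was quantified luminescently after 1 h at ambient temperature; 100 microM adenosine served as plate-quality control.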
JMJD2A Tudor inh: qHTS Assay for Inhibitors of JMJD2A-Tudor Domain | Lysine-specific demethylase 4A (Homo sapiens), O75164 | AlphaScreen JMJD2A-Tudor / H3K4me3 peptide binding | Potency, µM (highest dose often 114 µM), for inactives: at the top dose activity change, negative = inhibition, actives largely listed as inhibitors | hit rate 4.4% among 390,000; also: potency is read from the fitted curve at half-maximal effect; % is scaled to controls: 0 for no effect and ±100 for the full control effect; nearly all actives have a fitted effect of over 50% in size
Pol eta inh: qHTS for Inhibitors of Polymerase Eta; recombinant Pol eta, fluorescent DNA replication assay; Potency, µM (titrated, usually from 114 µM), inactives show top-dose activity change, negative = inhibition, actives largely listed as inhibitors; hit rate 1.2% among 390,000; AID 588591, 2011; also: potency is read from the fitted curve at half-maximal effect; % is scaled to controls: 0 for no effect and ±100 for the full control effect
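Pol eta at 10 nM preincubated with compounds 15 min at room temperature; reaction started with fluorescent substrate (50 nM final) and read kinetically at 0 and 10 min.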
GLS inh: qHTS for Inhibitors of Glutaminase (GLS); GLS enzymatic activity, qHTS titration; Potency, µM (series often up to 45.5 µM), without a hit: at the highest dose activity change, negative = inhibition, usual class: inhibitors; hit rate 0.21% among 410,000; AID 624170, 2012; also: potency is read from the fitted curve at half-maximal effect; % is scaled to controls: 0 for no effect and ±100 for the full control effect
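hKGA in 45 mM KH2PO4 (pH 8.2), 0.02% Tween-20 with compound, then 1mM L-Glutamine (stock as added) plus glutamate oxidase/HRP/Amplex red coupling mix. Fluorescence read initially and after 30 min at RT; signal change reflects glutamate formation.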
G9a inh: qHTS Assay for Inhibitors of Histone Lysine Methyltransferase G9a. Histone-lysine N-methyltransferase EHMT2 (Homo sapiens), Q96KQ7. G9a H3K9 monomethylation, AlphaScreen, 2 h. Potency, µM (titrated, usually from 102 µM), for inactives: at the highest dose activity, negative = inhibition, actives largely listed as inhibitors. hit rate 8.8% among 350,000. AID 504332, 2011; also: potency is read from the fitted curve at half-maximal effect; % is scaled to controls: 0 for no effect and ±100 for the full control effect; nearly all actives have a fitted effect of over 75% in size
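Step 1: enzyme (final 20 nM) with compound, 15 min RT. Step 2: substrate peptide 500 nM and SAM 20 uM, 2 h RT. Step 3: anti-H3K9me1 antibody and AlphaScreen beads, 10 min, then plate read.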
BAZ2B block: qHTS Assay for Inhibitors of BAZ2B | Bromodomain adjacent to zinc finger domain protein 2B (Homo sapiens), Q9UIF8 | AlphaScreen BAZ2B-H3K14Ac peptide displacement | Potency, µM (top dose mostly 114 µM), inactives show top-dose activity change, negative = inhibition, actives largely listed as inhibitors | hit rate 4.4% among 360,000 | AID 504333, 2011; also: potency is read from the fitted curve at half-maximal effect; % is scaled to controls: 0 for no effect and ±100 for the full control effect; nearly all actives have a fitted effect of over 60% in size
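Inhibition is scored as reduced AlphaScreen emission. The BAZ2B/b-H3(5-23)K14Ac complex (50 nM each) in PBS pH 7.4, 0.01% Tween-20 meets compound (up to 110 uM) for 30 min at RT before bead addition.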
Pin1 inh: qHTS Assay to Find Inhibitors of Pin1. Peptidyl-prolyl cis-trans isomerase NIMA-interacting 1 (Homo sapiens), Q13526. Pin1 FP peptide displacement, HiFluor488, 10 min. Potency, µM (highest dose often 115 µM), inactives show at the top dose activity, negative = inhibition, usual class: inhibitors. hit rate 0.009% among 390,000. AID 504891, 2011; active = well fitted inhibition curve with a large enough effect in the polarisation, with a control signal flat, not every such curve was filed as active; inconclusive = small, poorly fitted or top-dose-only effect, or effect the other way, or a change in a side signal; inactive = no such curve, though single readings can be large or run the other way; the % refers to the polarisation; also: potency is read from the fitted curve at half-maximal effect; % is scaled to controls: 0 for no effect and ±100 for the full control effect
An asterisk follows results filed as active; i = inactive; u = inconclusive; x = not tested or not shown; & = joins results of further samples; ! = not active in a repeat; [ ] = remark or other dose. Unless noted, calls follow the shape of the dose curve; as a rule, active = well fitted curve in the direction sought with a large enough effect; inconclusive = small, poorly fitted or top-dose-only effect, or another doubt; inactive = no such curve, though single readings can be large; an effect the other way counts as inactive or inconclusive. This is a subset; rates above refer to the full screens.

Results follow in this order: PI4K2A block, G9a inh, Pol eta inh, GLS inh, BAZ2B block, Pin1 inh, JMJD2A Tudor inh, Tb PGK inh, HP1b binding inh
Cc1ccc2c(c1)C(=O)CC1(CCC(C(C)(C)C)CC1)O2 (stereo not drawn)
→ -1, 89%[activator][59 µM], -14%, 3%, 42%[activator], -6%, 14%, i, 69%[activator]
CCC(C)n1c(O)c(C=NCCc2ccccc2)c(=O)[nH]c1=S (stereo not drawn)
→ -1, 9%, 0%, -2%, -26%, -10%, -27%, -12%, 32%
COc1ccc(Cc2c(O)[nH]c(=S)[nH]c2=O)cc1
→ 0, 7.9µM*, 15%, u, 1%, 6%, u, 7%, -8%
COc1ccc(CCn2c(O)c(/C=N/NC(=O)c3ccncc3)c(=O)[nH]c2=O)cc1OC
→ -2, 4%, -13%, 12%, u, 8%, -27%, -6%, 20%
Cc1cc(/C=C2\C(=O)NC(=O)N(c3ccc(Cl)cc3)C2=O)c(C)n1-c1sc2c(c1C#N)CCCC2
→ -7, u, 20µM*, 8%, u, u, -34%, -14%, 0%
Cc1cc(Cl)ccc1C(=O)C1CCCN(C2CCSCC2)C1 (stereo not drawn)
→ -5, x, -14%, -1%, -4%, -4%, -32%, -3%, 27%
CC12CNCC(C)(CNC1)C2O (stereo not drawn)
→ 0, 20%[59 µM], -15%, 0%, -37%, -1%, 1%, 1%, 32%
CC1=C[C@@H]2c3cccc4[nH]cc(c34)C[C@H]2N(C)C1
→ -4, 45µM*, -19%, u, -26%, u, -23%, 1%, 1%[57 µM]
O=C(c1ccccc1)c1cn(CC(=O)N2CCCC2)c2ccccc12
→ -4, -1%, 3%, 3%, -5%, -4%, -14%, -6%, 25%
CCN(CC)CCN1Cc2ccccc2C1=N
→ 13, -10%[59 µM], -16%, 9%, 8%, 6%, -21%, 1%, 14%
CCOP(=S)(OCC)C(O)CCCCCn1c(=O)c(F)cn(C2CCCO2)c1=O (stereo not drawn)
→ 1, 7%[0.501 µM], -12%, -5%, 2%, 1%, 10%, 1%, 51%[activator]
COC(=O)C1=C(c2ccc(F)cc2OCc2ccccc2)C[C@@H]2CC[C@H]1N2C(=O)NCc1cccc(C(F)(F)F)c1
→ 0, 5%[2.33 µM], -14%, -8%, 3%, 10%, -9%, i, 30%
O=[N+]([O-])c1ccc(N2CCCC2)c(F)c1Br
→ 6, u, -14%, -1%, -32%, 4%, -18%, 0%, 8%
Cc1cc2n(n1)C(c1cc(C(C)(C)C)c(O)cc1O)Nc1ccccc1-2 (stereo not drawn)
→ -1, -4%[59 µM], u, 23%, -14%, 6%, -26%, -4%, 42%[activator]
CCOc1ccc(N2C(=O)NC(=O)/C(=C\c3ccc(N4CCCCC4)o3)C2=O)cc1
→ -2, 45µM*, -21%, -1%, -7%, u, -14%, -1%, -4%
COC(=O)C1=C(c2ccc(F)cc2F)C[C@@H]2CC[C@H]1N2C(=O)NCC1CC1
→ 0, 3%[2.33 µM], -14%, -1%, 9%, -4%, -18%, -3%, 30%
O=C(Nc1cccc2ccccc12)N1CCC2(CC1)OCCO2
→ -2, 50µM*, -9%, 7%, -16%, -7%, -13%, 0%, 18%
O=C(N/N=C/C1C(=O)NC(=S)N(c2ccccc2)C1=O)c1cc(Br)c(O)c(Br)c1 (stereo not drawn)
→ -3, 45µM*, u, 0%, 10%, -12%, 10µM*, 3%, -22%
Cc1cccc(CCNCc2cc3cc(C)cc(C)c3[nH]c2=O)c1
→ -4, x, -17%, -7%, -5%, 2%, -7%, -2%, 47%[activator]
CN(C)P(=S)(Nc1ccccc1)C(Cl)(Cl)Cl (stereo not drawn)
→ -4, 6%, -20%, -10%, -3%, 3%, 2%[57.1 µM], 0%, 88%[activator]
CN1C[C@H](CO)C[C@@H]2c3cccc4[nH]cc(c34)C[C@H]21
→ 0, 3%, -6%, 6%, 0%, -2%, -13%, 0%, 20%
O=c1c2ccccc2[se]n1-c1ccccc1
→ 1&0, 1.4µM*!, -6%, 6.3µM*, 1.4µM*, -1%, 8.9µM*, -2%, u
CCOC(=O)c1c(-n2c(C)cc(/C=C3/C(=O)NC(=O)N(CC)C3=O)c2C)sc2c1CCCC2
→ 0, x, u, 0%, x, -3%, -19%, 1%, 26%
Cc1cc(C)c2c(c1)-c1cc(C)nn1C(c1cccnc1)N2 (stereo not drawn)
→ -1, x, -14%, 16%, u, 2%, -35%, -2%, 0%
CC(C(=O)c1ccccc1)N1C(=O)c2ccccc2C1=O (stereo not drawn)
→ 3, u, -14%, 4%, -3%, -2%, 18%, -5%, 59%[activator]
Nc1ccccc1C(=O)OCc1ccc([N+](=O)[O-])cc1
→ -2, x, -2%, 13%, -4%, 7%, -26%, -2%, 4%
Cc1c(C)c2ccc(OCC(=O)N3C[C@H]4C[C@@H](C3)c3cccc(=O)n3C4)c(C)c2oc1=O
→ 3, 3%[12.7 µM], -5%, 3%, -30%, 1%, -17%, 1%, 14%
CCC(C(=O)Nc1ccc(Cl)cc1)N1CCCC1=O (stereo not drawn)
→ 2, x, 14%, 2%, x, -4%, -4%, -7%, 45%[activator]
CCN(CC)CCNCc1nc2ccccc2c(=O)n1-c1ccc(F)cc1
→ 6, u, -4%, -22%, 1%, 0%, -21%, 13%, 10%
O=C(c1ccc(CNS(=O)(=O)c2ccccc2)cc1)N1CCC2(CC1)OCCO2
→ 0, 35µM*, 1%, 4%, u, 0%, u, 0%, -2%
O=C(C1CCN(S(=O)(=O)c2ccccc2)CC1)N1CCC2(CC1)OCCO2
→ 1, 0%[59 µM], -3%, 5%, 5%, -8%, 4%, -1%, 33%[activator]
Cc1cccc(C2=NN(c3ccc(Br)cc3)[C@@H](C(=O)N3CCOC3=O)[C@@H]2c2ccc([N+](=O)[O-])cc2)c1
→ -1, u, -21%, -3%, x, 1%, u, -1%, 13%
O[C@H]1[C@H](O)[C@@H](O)CN2CC[C@H](O)[C@H]12
→ 0, 45%[59 µM], -13%, 1%, 11%, 1%, -6%, i, 62%[activator]
N#CC(C#N)=Cc1ccc(C=C(C#N)C#N)cc1
→ 5, 50µM*, 45µM*, 1%, -23%, 64%[activator], -14%, -4%, 26%
CCCCOP(=O)(OCCCC)C(Nc1ccc(C(=O)OCC)cc1)c1ccncc1 (stereo not drawn)
→ 2, 7%, -29%, 0%, 21%, u, -11%, 0%, 50%[activator]
CS(=O)(=O)c1ccc(C2=C(CNC(=O)c3nccs3)[C@H]3CC[C@@H](C2)N3Cc2ccccc2)cc1
→ -3, x, -13%, 4%, x, x, x, -6%, x
COc1cc(Br)c(CNCCc2ccc3c(c2)OCO3)cc1OC
→ 9, 8.9µM*, -28%, 0%, u, -5%, 25µM*, -10%, u
CN1CCN(/N=C/c2c(O)n(CCC3=CCCCC3)c(=S)[nH]c2=O)CC1
→ -2, -28%, -9%, -20%, -30%, u, -29%, -2%, 3%
CN1CCC(=O)N(CCN=[N+]=[N-])CC1
→ -4, 21%, -2%, -3%, 7%, -4%, -5%, i, 42%[activator]
COCCOC(=O)c1c(N)n(Cc2ccc(OC)cc2)c2nc3ccccc3nc12
→ 5, 4%[12.7 µM], u, 3%, 3%, -1%, -6%[11.4 µM], 0%, 27%
CCCc1[nH]nc2c1C(c1ccc(OC)c(Cn3nnc4ccccc43)c1)C(C#N)=C(N)O2 (stereo not drawn)
→ -4, -46%[59 µM], -19%, 46%[activator], -31%, 2%, u, i, -19%
CC(C)(C)C(O)C(Oc1ccc(Cl)cc1)n1cncn1 (stereo not drawn)
→ -1, -17%[59 µM], -6%, -5%, 12%, 4%, -9%, 4%, 23%
OCC12COC3c4ccccc4C(OC1)N32 (stereo not drawn)
→ -1, -3%[59 µM], 2%, 1%, -6%, 2%, -12%, -8%, 21%
C[N+]1(C)CCc2cc3c(cc2[C@H]1[C@@H]1OC(=O)c2c1ccc1c2OCO1)OCO3
→ -3&0&3, 22µM*!, -17%&-7%, -3%&3%, u, -7%&4%, 25µM*!, -3%&9%, 50%[activator]
CCCCOC(=O)C1=C(N)OC2=C(C(=O)CCC2)[C@]12C(=O)N(C)c1ccccc12
→ 4, -24%[12.7 µM], -4%, 1%, -19%, 3%, u, 1%, 12%
O=CC(Cl)P(=O)(N1CCCCC1)N1CCCCC1 (stereo not drawn)
→ -1, -27%, -10%, -3%, 5%, -5%, 22%[57.1 µM], -4%, 22%
C[C@]12CCC(=O)C(O)=C1CC[C@@H]1[C@@H]2CC[C@]2(C)C(=O)CC[C@@H]12
→ 1&-2&2, 3%[59 µM], -23%, 6%, 9%, 0%, -17%, -8%, 26%

Bioassay records from PubChem BioAssay.
